PMI inhibition: human PMI inhibitors, high substrate, primary screen, biochemical, fluorescence intensity, high mannose 6-phosphate (AID 1220) | recombinant PMI enzyme, coupled fluorescence intensity; higher % means a stronger effect | inhibition, % at 20 µM; hits with a dose series show IC50 in µM | actives 0.66% (n = 190,000)
NOD1 inhibition: NOD1 signaling inhibitors, primary screen, cell-based, luminescence, uHTS (AID 1578). one-dose inhibition, % at 4 µM; EC50 in µM for titrated hits. NOD1-driven NF-kB luciferase reporter cells, luminescence; higher % means a stronger effect. actives 1% (n = 290,000); in the data active means inhibition mostly above about 36%, no sharp cut-off; inactive means mostly below about 34%;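 further: HEK-293T reporter cells stimulated with the NOD1 agonist gamma-tri-DAP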
KOR beta-arrestin-1: KOR agonists, beta-arrestin recruitment, primary screen, cell-based, luminescence, uHTS (AID 1777). KOR beta-arrestin recruitment, luminescence; higher % means a stronger effect. activation, % at 10 µM, or EC50 in µM where a hit was titrated. actives 0.02% (n = 280,000); in the data active means activation above about 50%, passing the limit was not always enough; further: a part of the inactive calls stands beside numbers as strong as those of hits
LYP inhibition: inhibitors of LYP phosphatase, biochemical, fluorescence intensity, uHTS (AID 1779); recombinant LYP phosphatase, fluorescence intensity; higher % means a stronger effect; inhibition, % at 11.5 µM; hits with a dose series show IC50 in µM; actives 0.054% (n = 290,000);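 further: plate controls were vehicle with enzyme for no effect and no enzyme for full effect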
XIAP displacement: XIAP antagonists, biochemical, IAP family, fluorescence polarization (AID 1018); XIAP BIR domain, fluorescence polarization peptide displacement; higher % means a stronger effect; displacement, % at 20 µM, or IC50 in µM where a hit was titrated; actives 0.007% (n = 200,000); in the data active means displacement above about 50%; further: a part of the inactive calls stands beside numbers as strong as those of hits
NOD2 inhibition: inhibition of NOD2-driven NF-kB reporter – cell-based, luminescence, uHTS, HEK293 (AID 1566); HEK293 NOD2/NF-kB luciferase reporter, luminescence; higher % means a stronger effect; inhibition, % at 4 µM; hits with a dose series show EC50 in µM; actives 0.63% (n = 290,000); further: many of its hits are not listed in these tables
TNAP activators: stimulation of alkaline phosphatase TNAP activity – biochemical, luminescent, no phosphate acceptor, uHTS, primary screen (AID 1001) | actives 0.03% (n = 200,000) | activation fold at 20 µM; hits with a dose series show EC50 in µM | purified TNAP, luminescent activation assay, no phosphate acceptor; higher activation fold means a stronger effect; in the data active means activation fold from about 3, or a potency from the dose series; inactive means the rest, 99 in 100 with activation fold below about 1.6; further: many of its hits are not listed in these tables
PMI inhibitors: MPI enzyme activity inhibition – biochemical, fluorescence intensity, coupled assay, primary screen (AID 1209); one-dose inhibition, % at 20 µM; IC50 in µM for titrated hits; actives 0.42% (n = 190,000); purified PMI enzyme, coupled fluorescence intensity; higher % means a stronger effect;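 further: plate controls were DMSO vehicle for no effect and wells lacking substrate for full effect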
KOR beta-arrestin-2: KOR antagonists, beta-arrestin recruitment, cell-based, luminescence, uHTS (AID 1778); KOR beta-arrestin recruitment, luminescence, antagonist mode; higher % means a stronger effect; inhibition, % at 10 µM; hits with a dose series show IC50 in µM; actives 0.091% (n = 290,000); further: strong numbers were not always called active
* hit, by the source's call; nt = no result given; [ ] = dose if it differs, or a comment. Unless noted, no stated cut-off is given here; in the data, active means inhibition above about 50%; inactive means the rest. The list is partial; count on the stated rates, not on these rows.

Fields: KOR beta-arrestin-2 | NOD2 inhibition | XIAP displacement | KOR beta-arrestin-1 | TNAP activators | NOD1 inhibition | LYP inhibition | PMI inhibitors | PMI inhibition
Cc1ccc(Sc2cnc3ccccc3n2)cc1
    -32% | -46% | 3.7% | -1.4% | 1.1 | 10% | 1% | 16% | 8%
O=C(c1ccc(OC2CCN(Cc3ccccc3O)CC2)cc1)N1CCCCC1
    -12% | 14% | nt | 1.8% | nt | -2% | -5% | nt | nt
Cc1cccc(Nc2ncnc3c2cnn3Cc2ccccc2)c1
    -11%[20 µM] | 1% | -2.9% | -0.5% | 1 | 0% | -4% | -9% | -4%
CC1(c2ccc(Cl)cc2)NC(=O)N(CC(=O)c2ccc3c(c2)OCO3)C1=O (stereo not given)
    -1% | 11% | nt | -0.7% | nt | -2% | -3% | nt | nt
c1ccc(Oc2ccc(-n3cnnn3)cc2)cc1
    19% | -9% | -2.2% | -5.0% | 1.1 | -30% | 1% | 22% | 16%
COc1cc(NS(=O)(=O)c2ccc3c(c2)NC(=O)CO3)cc(OC)c1
    9% | 5% | nt | -1.1% | nt | 24% | -7% | nt | nt
N#Cc1c(-c2ccccc2)cc(-c2cccs2)nc1SCC(=O)O
    14% | -1% | nt | -6.5% | nt | -5% | -1% | nt | nt
N#CCC(=O)Nc1nc(-c2ccc3c(c2)OCCO3)cs1
    -7% | -95% | -4.9% | -8.5% | 1.1 | -60% | -4% | 9% | 5%
Cc1ccc(S(=O)(=O)N(Cc2nccn2C)C(C)C)cc1
    20% | 20% | 1.4% | -3.9% | 1.1 | 0% | -4% | -3% | -5%
N=c1n(CC(=O)c2cccs2)c2ccccc2n1Cc1ccccc1
    1% | 0% | nt | 2.2% | nt | 2% | -4% | nt | nt
NC(=O)[C@@H]1CCCNc2c(F)cc([N+](=O)[O-])cc2C(=O)N[C@@H](CO)C(=O)NCC(=O)N1
    11% | -1% | -5.4% | -0.8% | 1.1 | -34% | -2% | -4% | 5%
Cc1ccc(CCNC(=O)C2CCC(=O)N2C2CCCC2)cc1 (stereo not given)
    9% | 2% | -2.0% | 1.0% | 1.1 | -12% | 5% | 8% | 4%
CC(=O)C1C(c2ccc(Br)cc2)C2C(C)=NN=C2CC1(C)O (stereo not given)
    8% | 1% | -15% | 5.0% | 1.1 | -28% | 0% | 10% | 8%
CC(=O)Nc1ccc(S(=O)(=O)N2CCN(C)CC2)cc1
    -11% | 4% | 2.4% | 1.9% | 1.1 | -10% | -4% | -7% | -11%
O=c1[nH]c(=O)n(-c2ccccc2)c2c1C(C(F)(F)F)(C(F)(F)F)N=C(CCC1CCCCC1)N2
    -40% | -4% | -4.7% | 3.8% | 1.1 | 49% | -7% | 14% | 9%
Cc1occc1C(=O)Nc1cccc(Cn2cccn2)c1
    9% | -14% | -3.8% | -3.2% | 1 | -1% | -7% | -1% | -2%
COC(=O)C(C)N(C(=O)c1cccc2ccccc12)c1c(C)cccc1C (stereo not given)
    1% | 3% | -2.0% | -1.8% | 1 | 17% | -2% | 5% | 0%
Cc1ccc(-c2nnc(N3CCCCC3)c3ccccc23)cc1S(=O)(=O)NCC1CCCO1 (stereo not given)
    -44% | -5% | -2.7% | 0.9% | 1 | 2% | 0% | 6% | -3%
COc1cc2cc(CN(Cc3nnnn3C3CCCC3)C3CCCC3)c(=O)[nH]c2cc1OC
    -27% | -1% | -2.1% | 8.2% | 1.1 | -26% | -1% | -10% | -1%
COc1cccc(N2CCN(C(=O)c3ccc(CS(=O)c4ccc(Cl)cc4)o3)CC2)c1 (stereo not given)
    -101% | 6% | nt | 1.5% | nt | -15% | -5% | nt | nt
CCC(=O)N1CCN=C1SCc1cc(C)ccc1C
    -7% | 19% | nt | -4.8% | nt | -7% | -12% | nt | nt
CCCc1nc2ccccc2c(C(=O)OCC(=O)N2CCc3ccccc32)c1CC
    15% | 30% | 8.1% | -4.8% | 1 | 19% | 4% | 16% | 8%
COc1cnc(-c2ccccc2)nc1Sc1ccccc1
    -3% | 0% | -6.1% | -4.4% | 1.1 | -31% | 6% | -5% | -4%
COC(=O)c1ccc(N2CCc3ccccc32)c([N+](=O)[O-])c1
    17% | 3% | nt | 12% | nt | -2% | -6% | nt | nt
CC(=O)c1c(-c2ccccc2)c2cc(Cl)ccc2[nH]c1=O
    -47%[20 µM] | 13% | -14% | nt | 1 | 39% | -10% | 8% | 7%
CCc1nc(Nc2ccccc2F)c2oc3ccccc3c2n1
    2% | 3% | nt | -2.7% | nt | 10% | -10% | nt | nt
CCCC(O)(CCC)C(=O)NN1CCCCC1
    -1% | 6% | -3.4% | 3.1% | 1.1 | 3% | -13% | 6% | 9%
CC/C(=N/NC(=O)CNc1ccc(Cl)cc1C)c1ccccc1
    -42% | 4% | -5.5% | 7.5% | 1.1 | -11% | -5% | 2% | 15%
Cc1cc(NS(=O)(=O)c2ccc(NC(=O)c3cnc4sccn4c3=O)cc2)nc(C)n1
    14% | -18% | -3.0% | 1.1% | 1 | -13% | 3% | -5% | -5%
C[C@@H](C(=O)NCc1c(F)cccc1Cl)N1C(=O)N2CCc3c([nH]c4ccccc34)[C@@]2(C)C1=O
    -10%[20 µM] | 0% | nt | 2.2% | nt | -17% | -3% | nt | nt
CC(C)CC(COCc1ccc(Cl)cc1)N1CCN(C(=O)c2ccc(C(F)(F)F)cc2)CCC1=O (stereo not given)
    -20% | 9% | -2.1% | -6.2% | 1.1 | -19% | 3% | 7% | 11%
COCCN1Cc2cccc(C(=O)Nc3ccc(S(=O)(=O)N4CCCCCC4)cc3)c2C1=O
    -85% | -1% | nt | 26% | nt | -16% | -7% | nt | nt
C/C(=N\NC(=O)CNC(=O)C(c1ccccc1)c1ccccc1)c1ccc(C(C)(C)C)cc1
    -25% | -11% | -11% | 4.7% | 1 | -25% | 0% | 19% | 8%
CC(C(=O)Nc1ccc(Cl)cc1)N(C)Cc1cccs1 (stereo not given)
    -30% | -5% | nt | -1.2% | nt | -35% | -3% | nt | nt
Cc1cc(N2CCN(C)CC2)nc2ccc(NC(=S)N3CCN(c4ccccn4)CC3)cc12
    -5% | 29% | -3.6% | -8.3% | 0.9 | 7% | -6% | -2% | 1%
CC(C)Oc1cccc(C2NC(=O)c3ccccc3O2)c1 (stereo not given)
    25% | -4% | nt | -5.7% | nt | -30% | -6% | nt | nt
CCn1c(SCC(=O)NNC(=O)c2ccccc2)nnc1-c1ccncc1
    47% | 5% | -5.2% | -6.3% | 1.1 | -5% | 0% | 6% | 3%
O=C(NCc1ccccn1)C1CCN(S(=O)(=O)N2CCCC2)CC1
    12% | 10% | 1.7% | 0.3% | 1.1 | -17% | -6% | 2% | 2%
CCc1ccc2oc(C(=O)NCCc3ccc(S(N)(=O)=O)cc3)cc(=O)c2c1
    -2% | 25% | nt | -4.3% | nt | -1% | -3% | nt | nt
CCc1cc(-c2onc(C)c2-c2cscn2)c(O)cc1OC
    21% | -9% | -10% | -1.3% | 1.1 | 3% | 2% | 0% | 5%
COc1ccc(N2CCN(C(=O)CSc3nc4[nH]ncc4c(=O)n3-c3cccc4ccccc34)CC2)cc1
    6% | 0% | -9.3% | -5.4% | 1.1 | -20% | -6% | 6% | 12%
O=C1NN(c2cccc(Br)c2)C(=O)/C1=C\c1ccc(O)cc1
    4% | 4% | nt | -3.1% | nt | -10% | 0% | nt | nt
Cn1nc(OCC(=O)O)cc1C(F)(F)F
    14% | -16% | nt | -0.2% | nt | 1% | -8% | nt | nt
CCN(CC)S(=O)(=O)c1ccc(NCCc2ccccn2)nc1
    -30% | 1% | nt | 3.5% | nt | 4% | -8% | nt | nt
Cn1c(SCc2nc(-c3cccs3)no2)nnc1C1CCCCC1
    25% | 7% | -1.9% | -2.2% | 1.1 | -14% | -2% | 2% | 3%
CCN(CC)C(=O)c1cnn(-c2ccccc2)c1NC(=O)c1ccco1
    13% | 16% | -6.4% | -5.6% | 1.1 | 16% | -11% | -2% | -3%
CCc1ccc(OCC(=O)NNC(=O)CSc2ncnc3sc(C)c(C)c23)cc1
    26% | 9% | -1.5% | -3.6% | 1.1 | 12% | -6% | -3% | -7%
Cn1nc(C(=O)OCC(=O)N2CCc3ccccc32)c2ccccc2c1=O
    -6% | -4% | -6.6% | -0.4% | 1.1 | -15% | 2% | 0% | -4%
CC(C)(C)c1ccc(C(=O)c2c[nH]c(C(=O)NCC3CCCO3)c2)cc1 (stereo not given)
    -12% | 0% | -2.9% | 2.4% | 1 | -28% | 6% | 11% | 9%
COc1cccc(NC(=O)c2cc([N+](=O)[O-])ccc2NC(=O)CNCC2CCCO2)c1 (stereo not given)
    -22% | 11% | -5.9% | 2.5% | 1.1 | -25% | 6% | 8% | 12%
Cc1c(C#N)c(N)c(C(=O)c2ccccc2)n1Cc1ccccc1
    12% | -17% | -3.9% | -0.5% | 1.1 | -31% | 5% | 6% | 8%
O=C(c1cccc(C(F)(F)F)c1)c1c[nH]c(C(=O)NCCCN2CCOCC2)c1
    24% | 6% | -7.2% | -3.6% | 0.9 | 4% | -8% | -12% | -9%
Cc1cc(=O)[nH]c(SCC(=O)N2CCCCC2)n1
    -3% | 4% | nt | -0.6% | nt | -18% | -6% | nt | nt
Cc1cc(OCC(=O)N2CCC(C(N)=O)CC2)c2c(C)cc(=O)oc2c1
    -43%[20 µM] | 11% | nt | -1.3% | nt | -20% | -16% | nt | nt
COc1cccc(O)c1CN1CCC(C(=O)Nc2ccc(-c3cccc(C)c3)cc2)CC1
    -58% | 6% | nt | -2.3% | nt | -8% | -9% | nt | nt
O=C(CSCC(=O)N1CCCc2ccccc21)Nc1nc(-c2ccccc2)cs1
    -80% | 16% | -4.8% | 0.5% | 1 | 38% | -3% | 0% | -1%
Cc1nc2ncccn2c1-c1csc(Nc2ccccc2)n1
    36% | -10% | -3.4% | 1.8% | 1.1 | 30% | -4% | 9% | 20%
CCOC(=O)c1ccc(S(=O)(=O)NNC(=O)COc2ccccc2C)cc1
    -9% | 16% | -13% | 3.8% | 1 | 22% | -3% | 0% | -3%
Nc1c(/C=C2/C=CC(=O)C(O)=C2)c(=O)nc2sc(CC(=O)N3CCCC3)nn12
    17% | 9% | nt | 2.7% | nt | -36% | -8% | nt | nt

Four entries picked at random from those above, as already listed:
Fields: KOR beta-arrestin-2 | NOD2 inhibition | XIAP displacement | KOR beta-arrestin-1 | TNAP activators | NOD1 inhibition | LYP inhibition | PMI inhibitors | PMI inhibition
Cc1cc(OCC(=O)N2CCC(C(N)=O)CC2)c2c(C)cc(=O)oc2c1
    -43%[20 µM] | 11% | nt | -1.3% | nt | -20% | -16% | nt | nt
Cn1nc(OCC(=O)O)cc1C(F)(F)F
    14% | -16% | nt | -0.2% | nt | 1% | -8% | nt | nt
Cn1nc(C(=O)OCC(=O)N2CCc3ccccc32)c2ccccc2c1=O
    -6% | -4% | -6.6% | -0.4% | 1.1 | -15% | 2% | 0% | -4%
Cc1cc(=O)[nH]c(SCC(=O)N2CCCCC2)n1
    -3% | 4% | nt | -0.6% | nt | -18% | -6% | nt | nt
